Source: PubChem BioAssay (National Center for Advancing Translational Sciences (NCATS))
Tb PFK block – T. brucei PFK enzyme inhibition; O15648; T. brucei PFK, ADP-Glo luminescence; Potency, µM (doses to about 57.5 µM), for inactives: top-dose activity, negative = inhibition, usual class: inhibitors; AID 485367; actives 0.17% (n = 330,000);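 also: potency is read from the fitted curve at half-maximal effect; 0% = uninhibited 1x PFK enzyme wells and -100% = no-enzyme wells; nearly all actives have a fitted effect of over 60% in size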
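Compounds were pin-transferred as a titration series up to 57 uM into substrate buffer (0.5 mM F6P, 0.1 mM ATP, pH 8.0), then 1.25 nM PFK was added and reactions ran 45 min before ADP-Glo detection.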
ELG1 DNA repair – ELG1-dependent DNA repair inhibition | HEK293T ELG1-luciferase reporter, luminescence, 16 h; DNA damage induced by 5-fluorouridine | AID 504467 | actives 2.3% (n = 330,000) | Potency, µM (doses to about 46.1 µM), for inactives: top-dose activity change, negative = inhibition, most hits filed as inhibitors; also: potency is read from the fitted curve at half-maximal effect; % is scaled to controls: 0 for no effect and ±100 for the full control effect; nearly all actives have a fitted effect of over 55% in size
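Luminescence from the luciferase reporter, measured 30 min after ONE-Glo reagent at room temperature, was the read-out. Beforehand, 2,000 cells per well were exposed for 16 hr at 37 °C to 5-fluorouridine together with compound or vehicle.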
BRCA1 expr up – activators of BRCA1 expression; AID 624202; Potency, µM (top dose mostly 46.1 µM), inactives show at the highest dose activation, hits mostly activators; actives 1.1% (n = 380,000); MCF7-BRCA1-FFLuc reporter, luminescence, 48 h; response scale: scaled: vehicle 0%, 10 µM genistein 100%; also: potency is read from the fitted curve at half-maximal effect; nearly all actives have a fitted effect of over 80% in size; some results filed as inactive show a strong effect at the top dose
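MCF7-BRCA1-FFLuc cells, 2000/well in phenol-red-free MEM, attached 2 h then treated 48 h at 37 C. Luciferase luminescence read 15 min after reagent; normalized to genistein maximum activation (10microM) and DMSO, concentration-response fitted.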
FLuc modulator – firefly luciferase modulation, counter-screen for miR-21 project | Potency, µM (series often up to 57.5 µM), for the others: top-dose activity change, negative = inhibition, actives largely listed as inhibitors | P08659 | actives 6.9% (n = 360,000) | purified FLuc, Km substrates, luminescence inhibition;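 also: potency is read from the fitted curve at half-maximal effect; plate controls were vehicle for no effect and reference inhibitor for full effect; nearly all actives have a fitted effect of over 55% in size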
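Biochemical qHTS of compounds, final roughly 60 µM downward over six points, against 10 nM purified firefly luciferase using Km concentrations of substrates (10 uM D-luciferin, 10 uM ATP) in Tris acetate pH 7.5 buffer; luminescence output.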
VP16 counter – inhibits Gal4-VP16 luciferase reporter, ROR gamma counter-screen; Drosophila S2 Gal4-VP16 UAS-luciferase, luminescence, 20 h; actives 3.5% (n = 310,000); Potency, µM (highest dose often 53.6 µM), without a hit: top-dose activity, negative = inhibition, hits mostly inhibitors;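 also: Gal4-VP16 expression switched on by copper sulfate through the metallothionein promoter; potency is read from the fitted curve at half-maximal effect; % is scaled to controls: 0 for no effect and ±100 for the full control effect; nearly all actives have a fitted effect of over 50% in size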
RORgamma inh – inhibitors of mouse ROR gamma transcriptional activity. Drosophila S2 Gal4-RORgamma UAS-luciferase reporter, 20 h. Potency, µM (series often up to 53.6 µM), without a hit: at the top dose activity change, negative = inhibition, usual class: inhibitors. actives 5.4% (n = 310,000). AID 2551; also: potency is read from the fitted curve at half-maximal effect; % is scaled to controls: 0 for no effect and ±100 for the full control effect; nearly all actives have a fitted effect of over 60% in size
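ROR gamma transcriptional activity was tracked as Gal4-UAS luciferase output in stably transfected Drosophila Schneider cells, with compound added 1 hr before 700 uM copper sulfate induction and a 20 hr ambient-temperature incubation.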
Rab9 prom act – activates the Rab9 promoter. AID 485297. Huh7 Rab9 promoter-luciferase reporter, luminescence, 24 h. actives 2.8% (n = 320,000). Potency, µM (series often up to 9.22 µM), for inactives: at the highest dose activation, negative = inhibition, most hits filed as activators; also: potency is read from the fitted curve at half-maximal effect; % of control where 0% means no effect; nearly all actives have a fitted effect of over 60% in size
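Huh7 cells stably carrying Rab9 promoter–luciferase reporter, plated 1500 cells/well, compound added after 2 h and incubated 24 h at 37 °C; luciferase luminescence then read after 10 min with detection reagent.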
ELG1 genotoxic – inducers of genotoxicity in HEK293T ELG1-luciferase cells; HEK293T ELG1-luciferase reporter, luminescence, 16 h; Potency, µM (titrated, usually from 46 µM), for the others: at the top dose activity change, positive = activation, hits mostly activators; actives 1.3% (n = 330,000); AID 504466; also: potency is read from the fitted curve at half-maximal effect; % of control where 0% means no effect; nearly all actives have a fitted effect of over 60% in size
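Reporter readout depends on ELG1 protein level, which increases with genetic stress. After 16 hr compound exposure at 37 °C, luciferase activity was quantified using ONE-Glo.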
p53 reactivator – re-activators of mutant p53; Potency, µM (top dose mostly 92.2 µM), for the others: top-dose activity change, positive = activation, actives largely listed as activators; AID 504706; H1299 p53-A138V BP100-luciferase reporter, luminescence, 24 h; actives 0.063% (n = 320,000); also: potency is read from the fitted curve at half-maximal effect; % of control where 0% means no effect; nearly all actives have a fitted effect of over 45% in size
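H1299 (p53-null), stable ts p53-A138V + BP100-Luc; 1000 cells/well, Opti-MEM/10% FBS; cpd 4 pt, 1:5; 24 h, 37 deg C, 5% CO2; detection reagent 10 min RT; luminescence.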
TRPV1 agonist – activates the human vanilloid receptor TRPV1 | Q8NER1 | TRPV1-expressing cells, Fluo-8 calcium influx, agonist mode | actives 0.19% (n = 320,000) | activation, % at 8.33 µM; in the data active = activation above about 80%; inconclusive = between about 30% and that limit; also: 0% is about no effect
Target sequence (Q8NER1 whole entry, looked up): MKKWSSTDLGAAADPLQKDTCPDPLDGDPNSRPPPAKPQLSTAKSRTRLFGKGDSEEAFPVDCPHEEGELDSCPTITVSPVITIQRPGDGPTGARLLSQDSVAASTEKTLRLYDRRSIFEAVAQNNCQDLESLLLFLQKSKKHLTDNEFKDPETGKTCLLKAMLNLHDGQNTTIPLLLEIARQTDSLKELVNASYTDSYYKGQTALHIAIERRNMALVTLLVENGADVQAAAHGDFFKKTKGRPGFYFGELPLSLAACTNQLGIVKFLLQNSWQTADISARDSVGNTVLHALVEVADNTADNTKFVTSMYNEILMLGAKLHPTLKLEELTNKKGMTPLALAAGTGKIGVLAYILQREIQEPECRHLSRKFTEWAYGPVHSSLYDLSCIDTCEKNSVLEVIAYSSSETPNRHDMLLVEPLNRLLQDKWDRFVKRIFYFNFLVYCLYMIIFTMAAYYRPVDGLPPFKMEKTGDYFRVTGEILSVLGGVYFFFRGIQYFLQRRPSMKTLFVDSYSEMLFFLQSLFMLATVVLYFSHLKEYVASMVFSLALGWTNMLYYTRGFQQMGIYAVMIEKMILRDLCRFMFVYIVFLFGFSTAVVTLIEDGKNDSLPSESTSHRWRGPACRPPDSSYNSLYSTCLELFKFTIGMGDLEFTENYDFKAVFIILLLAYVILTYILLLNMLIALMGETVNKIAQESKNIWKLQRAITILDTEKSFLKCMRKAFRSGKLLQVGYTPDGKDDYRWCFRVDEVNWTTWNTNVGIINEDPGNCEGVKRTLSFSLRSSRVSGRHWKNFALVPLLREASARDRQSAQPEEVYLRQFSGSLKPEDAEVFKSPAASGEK
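TRPV1-expressing cells were cultured overnight at 35.5C and loaded with Fluo-8 calcium dye for 40 to 90 min at room temperature. After a 10 s baseline, compound was added and calcium influx was read kinetically for 3 min (ex 480/em 520 nm).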
NPC1 prom act – activators of NPC1 promoter. Huh7 NPC1 promoter luciferase reporter, 24 h. actives 2.4% (n = 320,000). Potency, µM (doses to about 9.22 µM), inactives show top-dose activation, usual class: activators;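 also: potency is read from the fitted curve at half-maximal effect; % of control where 0% means no effect; nearly all actives have a fitted effect of over 60% in size; reporter is driven by a mutant NPC1 promoter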
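Stable NPC1-promoter luciferase Huh7 line; cpd (DMSO) 24 h, 37 °C, 5% CO2; Amplite luciferase reagent 10 min RT; luminescence readout. qHTS format.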
An asterisk follows results filed as active; u = inconclusive; x = not tested or not shown; & = joins results of further samples; [ ] = remark or other dose. Unless noted, calls follow the shape of the dose curve; as a rule, active = well fitted curve in the direction sought with a large enough effect; inconclusive = small, poorly fitted or top-dose-only effect, or another doubt; inactive = no such curve, though single readings can be large; an effect the other way counts as inactive or inconclusive.

Each structure is followed by: Tb PFK block, ELG1 DNA repair, BRCA1 expr up, FLuc modulator, VP16 counter, RORgamma inh, Rab9 prom act, ELG1 genotoxic, p53 reactivator, TRPV1 agonist, NPC1 prom act
Cc1ccc(-n2c(Cc3cccn3C)nnc2SCC(=O)N2CCN(c3ccccc3)CC2)cc1
 : -1%, -4%, -4%, 5%, 3%, 31%, -9%, -2%, -12%, 4, -4%
CCOCCCNC(=O)C1CCN(S(=O)(=O)N2CC(C)CC(C)C2)CC1 (stereo not given)
 : -6%, 8%, -2%, 2%, -2%, 0%, 1%, -2%, 5%, 0, -4%
COC1CCCN(C(=O)c2ccc(OC3CCN(S(=O)(=O)N(C)C)CC3)cc2)C1 (stereo not given)
 : -1%, u, -15%, -1%, -2%, -12%, 1%, -6%, -8%, -5, 0%
COCCNC(=O)c1onc(CSc2ccccc2F)c1C(=O)O
 : 10%, 1%, 6%, -15%, -7%, -15%, 1%, 5%, -9%, -2, 4%
CC(Cc1ccccc1)N/C=C1\CC(=O)NC1=O (stereo not given)
 : 1%, -8%, -7%, -1%, 4%, -9%, -1%, 0%, 4%, 1, -2%
Cc1c(/C(O)=C2/C(=O)C(=O)N(Cc3cccnc3)C2c2ccccn2)cnn1-c1ccccc1 (stereo not given)
 : 0%, u, 0%, 15µM*, -21%, u, -17%, u, -3%, -1, -5%
COc1ccc(NC(=O)CC23CC4CC(CC(C4)C2)C3)cn1
 : -2%, x, -10%, 0%, -12%[10 µM], 26%, -8%, -18%, -4%, u, -2%
COc1ccc(NC(=S)SC)cc1OC
 : 3%, u, -39%, -3%, u, 20µM*, -3%, 3%, -8%, -4, 4%
CC1CCN(Cc2c(C(=O)N/N=C/c3ccc(C(F)(F)F)cc3)nnn2-c2nonc2N)CC1
 : 2%, -1%, -33%, -1%, u, -28%, -2%, 10%, 5%, 4, 4%
COc1ccc(/C=C2/C(=O)N(c3ccccc3)N=C2C)cc1Br
 : -12%, u, -23%, 13µM*, -3%, 19%, -4%, 16%, -6%, 2, -7%
CN(C)S(=O)(=O)c1ccc(C(=O)NCCN=C2NS(=O)(=O)c3ccccc32)cc1
 : -1%, -4%, -4%, 0%, 0%, -12%, 0%, 3%, -2%, -1, -1%
CCCc1cc(=O)oc2c(CN(CC)CC)c(O)c(Cl)cc12
 : 2%, -7%, 2%, -1%, -4%, -3%, 3%, 2%, -3%, -2, 0%
COc1ccc(/C=C2\SC(=O)N(CCNC(=O)C3CC4C=CC3C4)C2=O)cc1 (stereo not given)
 : -2%, u, 5.6µM*, 6.7µM*, -11%, 17%, 0.71µM*, u, 1%, 5, 2.8µM*
C=CCOc1ccc(/C=C/C(=O)N2CCCN(S(=O)(=O)c3c(C)noc3C)CC2)cc1
 : -5%, u, 1%, u, x, x, -1%, -5%, -4%, 1, -13%
C[C@@H](CO)NC(=O)c1ccc2c3n(nc2c1)-c1ccccc1CO3
 : -18%, u, u, 0.6µM*, u, 6.3µM*, u, u, 5%, 0, 0.45µM*
O=C(CSc1ccc(Cl)cc1)NCC1CCCO1 (stereo not given)
 : 1%, u, 25%, 1%, -8%, 37%, -5%, 18%, 5%, -1, 2%
COc1ccc(C2C3=C(CC(C)(C)CC3=O)Nc3cc4c(cc32)OCO4)cc1 (stereo not given)
 : -2%, -10%, -4%, 3%, 1%, 6%, -5%, -1%, -1%, 21, -2%
O=C(O)c1cc([N+](=O)[O-])c(NCc2cccnc2)c([N+](=O)[O-])c1
 : 3%, 19%, -26%, 0%, 2%, -15%, 2%, -1%, 0%, -3, -9%
O=C(c1ccc([N+](=O)[O-])s1)N1CCN(c2ccc(C(F)(F)F)cn2)CC1
 : -3%, u, -15%, 5%, u, u, 1%, -17%, -1%, 16, 2%
COc1ccc(CS(=O)(=O)/C(Cl)=C(/Cl)C(=O)Nc2ccc(OC)nc2)cc1
 : 4%, u, -100%[inhibitor], 1%, 3.2µM*, 5µM*, -29%, u, -15%, 1, -30%[inhibitor]
COc1ccc(-c2cc(C(=O)Nc3c(C)nn(Cc4ccccc4Cl)c3C)no2)cc1
 : -1%, 3%, -35%, 0%, -3%, -23%, 0%, -1%, 4%, -1, 1%
CCOC(=O)C1=C(C)NC(=S)NC1c1ccsc1 (stereo not given)
 : 1%, x, 1%, -2%, u, 11µM*, -3%, -4%, 14%, 1, -4%
Cn1c(=O)c(=O)n(C)c2cc(S(=O)(=O)CCC(=O)NCc3ccccc3)ccc21
 : -1%, 18%, -4%, 0%, -1%, -31%, -3%, 1%, 11%, -5, 0%
COc1cccc(C(=O)N2CCOCC2)c1OC
 : -1%, 14%, -7%, 3%, 1%, 4%, -9%, 3%, 1%, -1, -2%
COc1cc(NC(=O)c2csc(N)n2)cc(C(=O)Nc2cccc(C(F)(F)F)c2)c1
 : 0%, 23µM*, -55%&-41%, u, 9%, 6%, -21%, -14%, 8%, 10, 21%
COc1cc(C2Oc3ccccc3C=C2[N+](=O)[O-])cc(OC)c1OC (stereo not given)
 : 14%, u, -92%, u, 13µM*, u, -45%[inhibitor], -16%, -16%, 27, -19%
CSCC[C@H](NC(=O)Nc1cccc(C(F)(F)F)c1)C(=O)O
 : -11%, 5%, -13%, -3%, 7%, 5%, 2%, 4%, 0%, -2, -3%
COc1ccc(C2C3=C(CC(C)(C)CC3=O)N(C)C3=C2C(=O)CC(C)(C)C3)cc1
 : 13%, 4%, -2%, -3%, 5%, 29%, -3%, 1%, 0%, 5, -3%
COc1cc(C(=O)N2CCN(S(=O)(=O)c3cccs3)CC2)cc(OC)c1C
 : -1%, -20%, -6%, 1%, 4%, -13%, u, 0%, 1%, 3, -2%
CCOC(=O)CN(C(=O)Cn1nnc2ccccc21)C(C(=O)NCCOC)c1ccccc1 (stereo not given)
 : -3%, 3%, -25%, -1%, 5%, 5%, 0%, 1%, 32%, -4, 7%
C=CCn1c(O)c(N=NC(=O)CNC(=O)/C=C/c2ccco2)c2ccccc21
 : u, 3%, -5%, 0%, -12%, 2%, 1%, 0%, -4%, -5, 13%
COc1ccc(C(CNC(=O)c2sccc2C)N2CCOCC2)cc1 (stereo not given)
 : 2%, u, 35%, -19%, x, x, 19%, u, 11%, 4, -1%
COc1ccc(-n2ncc(N(C)n3cccc3)c(Cl)c2=O)cc1
 : -12%, u, u, 4.8µM*, -9%, -52%, 0.56µM*, u, u, 12, 1.3µM*
S=C(NCc1cccs1)Nc1ccc(Cl)cc1
 : -11%, 22%, 68%, u, u, 6.3µM*, 9%, -3%, u, u, -5%
COc1ccc(Cl)cc1NC(=O)Cn1c(NCCO)nc2ccccc21
 : -2%, -1%, -10%, 0%, 1%, 13%, 13%, -2%, -1%, 1, -4%
CCc1noc(C)c1C(=O)Nc1cc(S(=O)(=O)N2CCCCC2)ccc1N(C)C
 : -1%, -2%, -3%, -2%, x, x, 4%, -2%, 0%, -6, -3%
Clc1ccc(OCCN2CCOCC2)cc1
 : -1%, 23%, 6%, 8%, x, x, -3%, 9%, x, -2, 3%
CC1CCc2sc(C(=O)NC(C)C3CCCO3)cc2C1 (stereo not given)
 : 0%, u, u, 11µM*, -13%, 13%, u, u, 18%, 4, u
Cc1cccc(-c2oc3ccccc3c2-c2ccc3c(c2)OCO3)c1
 : 3%, -14%, -1%, 0%, -5%, 7%, -2%, 0%, x, 5, -2%
CCOc1c(OC)cccc1C1CC(=O)Nc2cc3c(cc21)OCCO3 (stereo not given)
 : -1%, u, -68%, 6%, u, u, -6%, -6%, -8%, 28, -1%
Cc1ccc(C)c(CN2C(=O)c3ccccc3S(=O)c3ccc(C(=O)NCCCN4CCCC4)cc32)c1 (stereo not given)
 : 0%, -3%, -3%, 0%, 3%, -2%, 0%, 7%, -13%, 1, -10%
S=C(c1ccc(Br)cc1)N1CCN(Cc2ccccc2)CC1
 : u, -1%, -15%, -15%, -2%, -8%, -2%, -8%, 2%, 15, 1%
Cc1cc(-n2c(C)cc(C(=O)COc3ccc(F)c(F)c3)c2C)no1
 : -2%, 13%, u, 17µM*, x, x, u, 9%, u, 0, 28%
CCCCN(c1ccccc1)c1ncnc2nc[nH]c12
 : 0%, -22%, 3%, -2%, -2%, 14%, -3%, 1%, -17%, -9, 0%
